Tn6 DDE FP = inhibitors of Tn6 peptide binding to fibrin DD(E), primary screen, biochemical, fluorescence polarization, human fibrin, Tn6 probe; inhibition, % at 8.3 µM; actives 0.21% (n = 370,000); Fibrinogen beta chain (Homo sapiens), P02675; Fibrin DD(E) TRITC-Tn6 fluorescence polarization displacement;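 active = inhibition above a per-campaign cutoff: mean of compounds within control limits plus 3 SD, cut at about 15% in these data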;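 note: 0% = median of all compound wells on the plate and 100% = blocking peptide control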
KLK7 zymogen act = proKLK7 zymogen activators, primary screen, biochemical, fluorescence intensity. purified proKLK7, EDANS-DABCYL substrate fluorescence; 100% is mature enzyme control, 0% vehicle. activation, % at 7 µM. actives 0.9% (n = 370,000);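 active = activation above the mean of all tested compounds plus 3 SD, computed per campaign excluding outliers beyond control limits, cut at about 13% in these data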
UHRF1 binding = UHRF1 methylated DNA binding inhibitors, primary screen, counter-screen for MBD2 inhibitor project, biochemical, TR-FRET, human UHRF1, single concentration | E3 ubiquitin-protein ligase UHRF1 (Homo sapiens), Q96T88 | UHRF1 binding to methylated oligo | AID 687016, 2013 | actives 0.75% (n = 370,000) | inhibition, % at 4.4 µM; in the data active = inhibition above about 21%;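 note: UHRF1 SRA domain binding a hemimethylated CpG hairpin DNA probe; 0% = median of test compound wells and 100% = reference inhibitor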
ARFGAP1 inh = inhibitors of rat ARFGAP1 GAP activity, primary screen, biochemical, fluorescence polarization, GDP tracer; Arfgap1-stimulated ARF1 GTP hydrolysis, GDP FP detection; AID 651572, 2012; inhibition, % at 16.5 µM; ADP-ribosylation factor GTPase-activating protein 1 (Rattus norvegicus), Q62848; actives 0.26% (n = 360,000);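 active = inhibition above a per-plate limit, mean inhibition of low control wells plus 3 SD, cut at about 25% in these data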;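 note: 0% = DMSO wells with enzyme and 100% = wells lacking Arfgap1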
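Assay system: Rat Arfgap1 GAP domain (His6, aa 1-136), purified enzyme | Buffer or medium: HEPES 25 mM pH 7.5, NaCl 150 mM, MgCl2, DTT | Schedule: GTP hydrolysis reaction 2 h at 25 °C | Signal: FP of antibody-bound GDP Alexa 633 tracer, ex 620/em 688 nm | Measure: Percent inhibition of Arfgap1-stimulated GTP hydrolysis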
Tn7 DDE FP = inhibitors of Tn7 peptide binding to fibrin DD(E), primary screen, biochemical, fluorescence polarization, human fibrin, Tn7 probe; FP displacement of FITC-Tn7 peptide from fibrin DD(E); 0% = median of compound wells per plate; inhibition, % at 8.3 µM; actives 0.13% (n = 370,000); Fibrinogen beta chain (Homo sapiens), P02675;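 active = inhibition above the mean of compounds falling within the control limits plus 3 SD of them, cut at about 14% in these data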;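 note: 0% = plate median of compound wells and 100% = 10 µM Aha-Tn7 peptide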
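Assay system: Fibrin-DD(E) protein isolated from polymerized human fibrin clots; read-out basis: percent inhibition; medium: Tris/NaCl/CaCl2 buffer, pH 7.8; signal: FP measurement; incubation: 10 min plus 3 h, room temperature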
ASAP1 inh = inhibitors of human ASAP1 ArfGAP activity, primary screen, biochemical, fluorescence polarization. inhibition, % at 16.5 µM. Arf-GAP with SH3 domain, ANK repeat and PH domain-containing protein 1 (Homo sapiens), …. ASAP1-stimulated ARF1 GTP hydrolysis, GDP FP detection. actives 0.19% (n = 360,000); in the data active = inhibition above about 25%;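 note: 0% = vehicle with enzyme and substrate and 100% = no enzyme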
ADAM17 inh = ADAM17 inhibitors, primary screen, biochemical, QFRET; Disintegrin and metalloproteinase domain-containing protein 17 (Homo sapiens), P78536; inhibition, % at 6.95 µM; recombinant ADAM17, EDANS/DABCYL FRET peptide cleavage; actives 0.83% (n = 370,000); AID 720648, 2013;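 active = inhibition above the mean of compounds lying between control limits plus 3 SD, set per campaign, cut at about 8.5% in these data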;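 note: 0% = DMSO-only wells as the low control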
MBD2 inh = inhibitors of MBD2 binding to methylated DNA, primary screen, biochemical, TR-FRET, DNA-binding domain, human. inhibition, % at 4.4 µM. Methyl-CpG-binding domain protein 2 (Homo sapiens), Q9UBB5. AID 686964, 2013. actives 0.31% (n = 370,000). MBD2 binding to methylated oligonucleotide; in the data active = inhibition above about 13%
PLC-gamma1 inh = PLC-gamma1 enzyme inhibitors, primary screen, biochemical, fluorescence, purified enzyme. actives 0.84% (n = 370,000). fluorogenic substrate. 1-phosphatidylinositol 4,5-bisphosphate phosphodiesterase gamma-1 (Homo sapiens), P19174. inhibition, % at 12.2 µM; in the data active = inhibition above about 9.5%
Target sequence (P19174 whole entry, looked up): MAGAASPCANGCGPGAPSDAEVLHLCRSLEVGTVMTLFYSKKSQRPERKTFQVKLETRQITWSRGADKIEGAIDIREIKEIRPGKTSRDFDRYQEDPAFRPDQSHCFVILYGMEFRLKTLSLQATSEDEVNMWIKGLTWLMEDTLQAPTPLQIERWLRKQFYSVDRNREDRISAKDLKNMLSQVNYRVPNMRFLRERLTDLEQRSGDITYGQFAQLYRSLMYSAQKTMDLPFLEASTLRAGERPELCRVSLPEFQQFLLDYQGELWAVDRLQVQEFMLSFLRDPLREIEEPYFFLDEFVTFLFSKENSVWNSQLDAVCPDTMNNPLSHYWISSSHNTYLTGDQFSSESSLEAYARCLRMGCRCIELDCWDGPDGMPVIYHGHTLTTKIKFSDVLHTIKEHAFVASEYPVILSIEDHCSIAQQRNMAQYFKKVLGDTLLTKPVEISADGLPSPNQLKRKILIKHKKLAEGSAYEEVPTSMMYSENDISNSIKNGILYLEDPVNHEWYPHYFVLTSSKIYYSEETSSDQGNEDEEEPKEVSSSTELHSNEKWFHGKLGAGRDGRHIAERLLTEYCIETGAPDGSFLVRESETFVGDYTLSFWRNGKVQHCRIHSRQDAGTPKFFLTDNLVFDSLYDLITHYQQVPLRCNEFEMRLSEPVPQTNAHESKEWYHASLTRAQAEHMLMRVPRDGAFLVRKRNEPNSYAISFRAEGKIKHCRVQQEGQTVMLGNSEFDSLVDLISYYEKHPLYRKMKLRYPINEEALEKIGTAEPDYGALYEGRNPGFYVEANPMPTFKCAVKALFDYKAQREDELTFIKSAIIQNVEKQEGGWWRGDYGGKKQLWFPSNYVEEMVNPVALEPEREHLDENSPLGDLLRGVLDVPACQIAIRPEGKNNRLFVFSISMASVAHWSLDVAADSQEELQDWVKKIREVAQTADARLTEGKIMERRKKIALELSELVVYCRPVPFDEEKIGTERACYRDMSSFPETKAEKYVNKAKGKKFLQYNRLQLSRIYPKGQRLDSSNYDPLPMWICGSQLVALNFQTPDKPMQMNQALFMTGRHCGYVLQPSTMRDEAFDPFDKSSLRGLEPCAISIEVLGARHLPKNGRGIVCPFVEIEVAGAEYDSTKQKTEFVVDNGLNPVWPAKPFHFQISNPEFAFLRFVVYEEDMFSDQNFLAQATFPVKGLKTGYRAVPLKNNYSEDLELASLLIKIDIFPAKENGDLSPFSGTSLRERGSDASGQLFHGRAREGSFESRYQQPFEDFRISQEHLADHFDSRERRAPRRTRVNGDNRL
PLC-beta3 inh = human PLC-beta3 inhibitors, primary screen, biochemical, fluorescence; 1-phosphatidylinositol 4,5-bisphosphate phosphodiesterase beta-3 (Homo sapiens), Q01970; Purified PLC-beta3, fluorogenic substrate; inhibition, % at 12.2 µM; actives 0.18% (n = 370,000); AID 720704, 2013; in the data active = inhibition above about 11%;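 note: 0% = median of compound wells on plate and 100% = full blocker control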
Active calls of the source: *; x = no result given.

SMILES	Tn6 DDE FP	KLK7 zymogen act	UHRF1 binding	ARFGAP1 inh	Tn7 DDE FP	ASAP1 inh	ADAM17 inh	MBD2 inh	PLC-gamma1 inh	PLC-beta3 inh
COc1ccc(CCNC(=O)CC2SC(=NCc3ccccc3OC)NC2=O)cc1 (configuration not stated)	10	-0.3	2	1	3	-4	-2	-2	3	-8
COc1ccccc1C(=O)NC(=O)COC(=O)c1cc[n+]([O-])cc1	-1	-0.2	-2	-6	1	14	0	-1	-5	-6
COc1ccc(OC)c(Nc2ncnc3ccccc23)c1	-4	-0.7	-2	9	-3	-4	4	-7	-6	-12
Cc1nc(C)n(C(Oc2ccc(Cl)cc2Cl)C(=O)C(C)(C)C)n1 (configuration not stated)	-2	0.7	2	-10	-2	-9	6	-2	2	-2
O=C(CSc1nnc(-c2ccccn2)n1-c1ccccc1)Nc1ccc(OCc2ccccc2)cc1	-3	-0.4	4	x	4	x	0	0	1	-2
CC(Oc1ccccc1)C(=O)Nc1ccc(C(N)=O)cc1 (configuration not stated)	10	0.0	0	-9	5	4	-2	-1	0	0
CCCN(CC(=O)Nc1cc(Cl)ccc1Cl)C(=O)c1ccccn1	-1	-0.7	1	-5	0	5	-2	-1	2	-1
Nc1nccc(-c2cccs2)n1	-4	-0.2	1	1	-8	-12	-1	-6	1	-5
COc1ccc(-n2nc3c(N4CCC(C(=O)NCc5cccc(C)c5)CC4)nnc(C)c3c2C)cc1	6	-12	0	-2	6	3	-24	-2	-72	-128
CCCCC(=O)NC1(C(F)(F)F)NC(=O)N(Cc2ccccc2)C1=O (configuration not stated)	-4	0.3	1	-14	4	-8	-4	6	0	-6
O=C(C1=NN[C@@H]2C(=O)N(c3ccccc3C(F)(F)F)C(=O)[C@H]12)c1cnccn1	-5	0.5	-1	-1	6	-5	-3	3	-3	-8
N/C(=N\OC(=O)CCCOc1ccccc1)c1ccccc1	6	-0.4	-2	9	-1	2	5	-6	1	2
CC(=O)N1CCC(=NNC(=O)CSc2cc(C)c(Br)cc2C)CC1	2	0.4	1	5	-3	-6	3	-4	1	2
OC1(CNCc2ccccc2)C2CC3CC(C2)CC1C3 (configuration not stated)	0	0.8	3	5	-6	8	0	-1	-1	-6
CC(Oc1ccc(Br)cc1)C(=O)Nc1cc(S(=O)(=O)N2CCOCC2)ccc1N1CCCC1 (configuration not stated)	-3	-0.1	2	-5	0	-4	-4	-1	3	-7
Cc1[nH]c2ccccc2c1SCc1nnc(SCc2ccc(Cl)cc2)n1C	-12	0.7	3	17	-1	11	2	-2	-1	-4
Cc1c(C(=O)Nc2ccccc2)csc1-c1ccccc1	-4	-0.2	7	2	2	4	-1	6	2	2
O=C(Cc1nc(-c2cnccn2)no1)NNC(=O)Nc1ccccc1	-1	0.4	1	4	-6	3	-5	-1	1	-3
O=C(C1=C[C@@H](c2ccc(C(F)(F)F)cc2)C[C@@H](OCCCCO)O1)N1CCN(Cc2ccccc2)CC1	-1	-0.1	0	3	4	12	2	5	-5	-7
[O-]/C(=C(\C(=S)Nc1ccccc1F)[n+]1ccccc1)c1ccc(OC(F)F)cc1	7	0.4	-5	2	1	8	-5	1	-2	-12
CC1CCN(CCOCCOc2ccccc2Br)CC1	-3	-0.3	-1	6	-3	1	0	1	2	2
Cc1ccc(NC(=O)NCCN2CCCCC2)cc1C	5	0.1	-2	6	2	3	-2	2	1	-3
C=CCN1C(=O)[C@H](CC(=O)NCCCCc2ccccc2)[C@@]2(C(=O)OCC)CCCC=C12	-3	1.1	-3	x	-7	x	-3	3	3	1
O=C1CC(c2ccccc2)CC2=C1C=Nc1ccccc1N2 (configuration not stated)	-1	0.4	-2	6	-3	2	-5	8	-2	-10
CN(CC(=O)Nc1cccc(F)c1)C(=O)c1ccccc1CCc1ccccc1	-3	-0.3	0	6	-4	0	3	-3	5	-6

(list continues)
SMILES	Tn6 DDE FP	KLK7 zymogen act	UHRF1 binding	ARFGAP1 inh	Tn7 DDE FP	ASAP1 inh	ADAM17 inh	MBD2 inh	PLC-gamma1 inh	PLC-beta3 inh
Cc1cccc(NC(=S)N(CCCN2CCOCC2)Cc2cn(C)c3ccccc23)c1	9	0.0	42*	-2	-5	1	0	1	1	3
Cc1ccc(S(=O)(=O)N2CCCc3nc(-c4ccccc4)ccc32)cc1	3	-0.1	-2	14	-5	10	1	-4	1	-4
CSc1nsc(SC)c1-c1ccc(Cl)cc1	-1	-0.1	3	0	5	6	-3	6	6	-10
COCCN(CC1CCCN(C2Cc3ccccc3C2)C1)C(=O)c1ccc(C(C)=O)cc1 (configuration not stated)	16*	0.7	-1	-13	5	-11	-1	-3	-2	-2
c1ccc(CNC2CCC23CCC(c2ccccc2)CC3)cc1 (configuration not stated)	-6	0.1	81*	x	5	x	1	3	3	3
CCCCOP(=O)(c1ccc(N(C)C)cc1)C(O)c1ccc(OC)c(OC)c1 (configuration not stated)	-3	0.2	-1	7	-2	-14	2	2	3	-3
CCCCCCCNC(=O)C1(CC2CC(c3ccccc3)=NO2)CCN(C(=O)OC(C)(C)C)CC1 (configuration not stated)	-12	-0.3	1	4	0	-11	3	-4	-2	2
Cc1ccc(-c2csc3nc(C(C)C)oc(=O)c23)c(C)c1	-3	-0.4	0	-4	-6	-7	-5	6	-1	-4
CC(NC(=S)N1CCOCC1)c1ccccc1 (configuration not stated)	-9	-0.9	2	11	3	8	-1	5	-1	0
Cn1cnnc1SCCn1c(N2CCCCC2)nc2c1c(=O)[nH]c(=O)n2C	1	0.6	0	12	6	1	-3	4	0	3
O=[N+]([O-])c1ccc(COc2ccc(CNc3ccccc3)cc2)cc1	6	-0.1	-1	-8	4	6	-3	0	4	3
COc1ccc(CN2C(=O)c3oc4ccccc4c(=O)c3C2c2ccc(O)c(OC)c2)cc1 (configuration not stated)	-3	-0.6	2	9	-3	-3	-5	0	2	0
CC1CC(c2ccccc2)n2nc(NC(=O)CCc3ccccc3)nc2N1 (configuration not stated)	11	-0.4	-1	6	2	11	-7	-3	-9	-8
O=C(Nc1cccc([N+](=O)[O-])c1)C1C2CCCCC21 (configuration not stated)	5	-0.5	2	1	-1	0	2	1	7	6
CCN(CC)S(=O)(=O)c1ccc(Cl)c(C(=O)NNC(=O)c2csc(N3CCOCC3)n2)c1	3	-0.3	0	1	-6	3	2	-1	0	-3
O=C(c1nc2ccc(Cl)cn2c1CNCC[C@@H]1C[C@@H]2C=C[C@H]1C2)N1CCCCCCC1	-4	-1.7	0	7	10	-6	-1	-2	-1	2
Cc1c(C(=O)NC(=S)Nc2ccc(NC(=O)c3cccs3)cc2)cccc1[N+](=O)[O-]	6	-0.4	-2	6	2	12	12*	2	8	7
CN(C(=O)COC(=O)c1nc(Cl)ccc1Cl)c1ccccc1	5	-0.4	-2	-7	0	1	0	0	5	-1
CCS(=O)(=O)Nc1cccc(C2=NN(S(=O)(=O)c3ccc(C)cc3)C(c3ccco3)C2)c1 (configuration not stated)	-5	-0.1	-4	-3	-5	-4	1	0	1	-3
O=C(c1cnn2c(C(F)F)cc(C3CC3)nc12)N1CCc2ccccc2C1	-6	1.0	7	-4	-2	-7	-20	6	-87	-106
Cc1ccc2ccc3cccc4ccc1c2c34	3	-20	6	15	-8	6	-39	5	-17	-34
COC(=O)C[C@@H]1C=C[C@H](NC(=O)Nc2cc(F)ccc2F)[C@@H](CO)O1	-7	0.4	4	4	-5	6	-8	7	3	2
C=CCN1C(=O)c2ccccc2NC1c1cc(Br)cs1 (configuration not stated)	-2	5.5	-3	8	-3	-5	-115	1	-86	-115
O=C(C(Cc1ccccc1)n1cccc1)N1CCCCCC1 (configuration not stated)	4	0.0	1	10	-1	-6	-4	-1	-2	-4
COc1ccc(N2CCN(C(=O)CCC(=O)NNc3nc4ccccc4c4nc(C)nn34)CC2)cc1	-3	-0.2	2	2	5	-5	-1	1	1	-13

In another format: four of the compounds above
| Structure | Tn6 DDE FP | KLK7 zymogen act | UHRF1 binding | ARFGAP1 inh | Tn7 DDE FP | ASAP1 inh | ADAM17 inh | MBD2 inh | PLC-gamma1 inh | PLC-beta3 inh |
| --- | --- | --- | --- | --- | --- | --- | --- | --- | --- | --- |
| CC1CC(c2ccccc2)n2nc(NC(=O)CCc3ccccc3)nc2N1 (configuration not stated) | 11 | -0.4 | -1 | 6 | 2 | 11 | -7 | -3 | -9 | -8 |
| COc1ccccc1C(=O)NC(=O)COC(=O)c1cc[n+]([O-])cc1 | -1 | -0.2 | -2 | -6 | 1 | 14 | 0 | -1 | -5 | -6 |
| CC(Oc1ccccc1)C(=O)Nc1ccc(C(N)=O)cc1 (configuration not stated) | 10 | 0.0 | 0 | -9 | 5 | 4 | -2 | -1 | 0 | 0 |
| Cc1ccc(NC(=O)NCCN2CCCCC2)cc1C | 5 | 0.1 | -2 | 6 | 2 | 3 | -2 | 2 | 1 | -3 |

Further results:
SMILES	Tn6 DDE FP	KLK7 zymogen act	UHRF1 binding	ARFGAP1 inh	Tn7 DDE FP	ASAP1 inh	ADAM17 inh	MBD2 inh	PLC-gamma1 inh	PLC-beta3 inh
S=C1N[C@H]2CCCC[C@@H]2N1	8	-0.1	-1	-11	10	0	-1	2	-1	-4
CCN(Cc1ccc(O)cc1)CC1CCCN(CCc2cccc(F)c2)C1 (configuration not stated)	4	0.6	-4	-5	4	-7	-2	-6	-53	-6
COc1ccc(C(=O)Nc2ccccc2C(=O)NCC2CCCO2)cc1 (configuration not stated)	5	0.3	2	-13	4	-5	-6	2	0	-6
O=C(c1cccnc1)N1CCN(S(=O)(=O)c2ccc3ccccc3c2)CC1	1	0.1	4	7	13	-18	-3	3	1	0
NC(=O)CN(c1ccc([N+](=O)[O-])cc1)S(=O)(=O)c1ccccc1	5	0.2	-1	-1	-1	1	-1	-4	4	1
Nc1c(C(O)(C(F)(F)F)C(F)(F)F)ccc2ccccc12	-6	-42	-6	3	11	-8	-24	2	-21	-35
O=C(NCC1COc2ccccc2O1)c1ccc(Cl)cc1 (configuration not stated)	-4	-0.4	0	5	3	3	0	-1	0	1
Cc1ccc(/C=N/NC(=O)c2nnn(-c3nonc3N)c2CN(C)c2ccccc2)s1	5	0.1	-2	6	-2	11	-2	-2	-9	-12
COc1cc(F)ccc1-c1cc(C(=O)Nc2ccc(C)c(NS(C)(=O)=O)c2)[nH]n1	1	0.0	-1	8	6	-7	6	-3	2	9

Screens as filed in PubChem BioAssay.
